Screens as filed in PubChem BioAssay.
TRPML3 agonist: activates the human TRPML3 channel. Q8TDD5. HEK293 TRPML3-YFP, Fluo-8 calcium fluorescence; 100% = the carbachol control signal. activation, % at 3 µM. 0.29% of 220,000 active. AID 1448;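 active = activation above its plate's cutoff, the mean activation of the plate's test wells plus 3 SD, cut at about 12% in these data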;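 note: 0% = DMSO only wells and 100% = carbachol wells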
Target sequence (Q8TDD5 whole entry, looked up): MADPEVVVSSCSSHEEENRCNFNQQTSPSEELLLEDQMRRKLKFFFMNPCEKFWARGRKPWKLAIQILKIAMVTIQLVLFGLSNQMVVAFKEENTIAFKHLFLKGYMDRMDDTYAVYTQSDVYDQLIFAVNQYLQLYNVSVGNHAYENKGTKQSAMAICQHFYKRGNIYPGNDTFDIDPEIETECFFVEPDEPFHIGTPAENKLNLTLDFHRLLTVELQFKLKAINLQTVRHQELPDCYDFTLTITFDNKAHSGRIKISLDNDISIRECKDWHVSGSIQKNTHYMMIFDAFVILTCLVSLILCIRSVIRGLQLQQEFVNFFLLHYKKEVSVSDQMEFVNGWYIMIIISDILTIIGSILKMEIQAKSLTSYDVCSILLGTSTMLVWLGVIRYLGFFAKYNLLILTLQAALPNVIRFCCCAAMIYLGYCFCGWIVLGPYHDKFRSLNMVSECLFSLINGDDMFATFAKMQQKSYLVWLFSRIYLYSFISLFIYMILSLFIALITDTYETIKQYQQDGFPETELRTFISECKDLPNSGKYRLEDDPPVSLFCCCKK
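system = HEK293 cells stably carrying human TRPML3-YFP | doses = one concentration, 3 µM nominal, 0.3% DMSO | timing = dye loading 1 h 37 °C then 30 min ambient, 125 s read | detection = Fluo-8 calcium dye fluorescence, ex 470-495, em 515-575 nm | benchmarks = high control carbachol 87 µM, low control DMSO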
NPY Y1 blocker: blocks the human neuropeptide Y Y1 receptor; HEK293-CNG Y1 cells, membrane potential fluorescence; NPY at EC95, then isoproterenol; inhibition, % at 3.6 µM; 1% of 200,000 active;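 active = inhibition above the campaign mean inhibition of all tested compounds plus 3 SD, cut at about 20% in these data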;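 note: 0% = DMSO wells given NPY plus isoproterenol and 100% = isoproterenol alone without NPY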
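Material: Y1- and CNG-channel-expressing HEK293 cells / Probe or stimulus: NPY 25 nM then isoproterenol 1 µM plus Ro 20-1724 25 µM / Doses: 3.6 µM single dose, DMSO 0.4% / Schedule: compound incubation 1 h at room temperature, readout 45 min post-stimulation / Signal: membrane potential fluorescence / Benchmarks: isoproterenol-only wells as full block versus NPY-plus-isoproterenol wells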
NPY1 pot ag: human NPY-Y1 potentiation or agonism, primary screen; activation, % at 3.6 µM; NPY-Y1 expressing cells, potentiator/agonist activation; 0.37% of 220,000 active; P25929; in the data active = activation above about 33%, passing the limit was not always enough;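 note: cells stimulated with NPY at EC10 then isoproterenol at EC100; 0% = low agonist plus stimulus and 100% = saturating agonist plus stimulus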
zfTRPN1 agonist: zebrafish TRPN1 (NompC) channel agonism. HEK293 zebrafish TRPN1-YFP, Fluo-8 calcium fluorescence; 100% = response to 87 µM carbachol. activation, % at 3 µM. 0.18% of 220,000 active;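 active = activation above its plate's cutoff, the mean activation of test wells on that plate plus 3 SD, cut at about 19% in these data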;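 note: 0% = DMSO alone and 100% = 87 µM carbachol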
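Assay system: Zebrafish TRPN1-YFP in HEK293 cells | Incubation: Dye loading 1 h at 37 °C, then 30 min room temperature | Measured by: Kinetic Fluo-8 fluorescence, ex 470-495, em 515-575 nm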
14-3-3 Bad inh: disrupts binding of bovine 14-3-3 zeta to phospho-Bad peptide | P63103 | TR-FRET 14-3-3zeta/Dy647-pBad peptide displacement, 1 h | inhibition, % at 21.7 µM | 0.71% of 220,000 active;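 active = inhibition above about 70%, limit read from the data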;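 note: 0% = full 14-3-3 plus peptide FRET controls and 100% = background without 14-3-3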
EP2 antag: blocks the human prostaglandin E2 receptor EP2; P43116; C6 glioma cells expressing human EP2, cAMP TR-FRET; cells stimulated with saturating PGE2; inhibition, % at 25 µM; 0.52% of 260,000 active; AID 1422;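 active = percent inhibition above 40 after rounding to a whole number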;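 note: rat C6 glioma host cells with rolipram phosphodiesterase inhibitor present; the protocol text gives 20 µM as final concentration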
Target sequence (P43116 whole entry, looked up): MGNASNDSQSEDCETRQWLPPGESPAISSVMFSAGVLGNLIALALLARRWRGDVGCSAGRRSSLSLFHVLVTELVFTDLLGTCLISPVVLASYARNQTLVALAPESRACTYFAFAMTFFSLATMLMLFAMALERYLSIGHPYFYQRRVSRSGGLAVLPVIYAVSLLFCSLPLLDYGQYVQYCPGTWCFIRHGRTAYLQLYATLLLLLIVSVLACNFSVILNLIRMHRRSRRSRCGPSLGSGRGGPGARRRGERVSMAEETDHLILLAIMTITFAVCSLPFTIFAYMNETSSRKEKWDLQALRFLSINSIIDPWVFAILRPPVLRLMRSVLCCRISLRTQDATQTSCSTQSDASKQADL
EP2 mod: modulates human prostaglandin E2 receptor EP2 signaling; P43116; EP2-expressing cells, cAMP HTRF FRET, PGE2 co-stimulation; induction, % at 25 µM; 0.83% of 260,000 active;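 active = compounds whose cAMP rise, as percent of the full-agonist control response, exceeds 60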;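 note: rat C6 glioma line stably carrying human EP2 under a CMV promoter; the protocol text gives 20 µM as final concentration; 100% = response of wells given 1 µM PGE2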
PPC-1+TRAIL kill: kills PPC-1 cancer cells in the presence of TRAIL; cell killing (% activity), % at 4 µM; PPC-1 cells + TRAIL, ATPLite viability luminescence; 0.41% of 220,000 active;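 active = cell killing above 50% in the first pass at 4 µM, then a duplicate retest at 5 µM averaging 50% or more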;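 note: plate controls were cells with TRAIL plus DMSO for no effect and medium-only wells lacking cells for full effect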
CHOP inhibitor: blocks CHOP induction under ER stress; inhibition, % at 10 µM; CHO-K1 CHOP-promoter luciferase, tunicamycin-induced, 15-18 h; 3.8% of 220,000 active;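 active = compounds that reduced the stress-induced luciferase reporter signal by more than about 70% of percent inhibition, limit read from the data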;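 note: 0% = tunicamycin plus vehicle and 100% = wells without tunicamycin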
* hit, by the source's call; & = joins results of further samples; [ ] = dose if it differs, or a comment. Not all compounds are listed; count on the stated rates, not on these rows.

How did O=C1CCCN1CN(C(=O)c1ccccc1)c1ccc(F)cc1 do in these assays?
TRPML3 agonist: -0.1; NPY Y1 blocker: 3; NPY1 pot ag: -8; zfTRPN1 agonist: -0.4; 14-3-3 Bad inh: 18[fluorescence artefact?]; EP2 antag: 5; EP2 mod: 0; PPC-1+TRAIL kill: 20; CHOP inhibitor: -16

How did COc1cccc(CN(C)CC(=O)Nc2sc3c(c2C#N)CCC3)c1OC do in these assays?
TRPML3 agonist: 0.2; NPY Y1 blocker: 4; NPY1 pot ag: 7; zfTRPN1 agonist: -0.3; 14-3-3 Bad inh: -12; EP2 antag: 6; EP2 mod: -32; PPC-1+TRAIL kill: 5; CHOP inhibitor: 26

How did COC(=O)C1C(=O)C(C(=O)/C=C/c2ccccc2)C(=O)CC1(C)C (configuration not stated) do in these assays?
TRPML3 agonist: 0.8; NPY Y1 blocker: 3; NPY1 pot ag: 20; zfTRPN1 agonist: 0.5; 14-3-3 Bad inh: -10; EP2 antag: 8; EP2 mod: 34; PPC-1+TRAIL kill: -28; CHOP inhibitor: 31

What do the screens show for `COc1ccc(NC(=O)CSc2nnc(-c3ccccn3)n2-c2ccccc2)cc1OC`?
TRPML3 agonist: 0.7; NPY Y1 blocker: 5; NPY1 pot ag: 5; zfTRPN1 agonist: 0.3; 14-3-3 Bad inh: 14[fluorescence artefact?]; EP2 antag: 2; EP2 mod: 28; PPC-1+TRAIL kill: -30; CHOP inhibitor: 49

Results for c1ccc(-c2nnn(C34CC5CC(CC(C5)C3)C4)n2)cc1 ?
TRPML3 agonist: 1.0; NPY Y1 blocker: 11; NPY1 pot ag: -8; zfTRPN1 agonist: -0.9; 14-3-3 Bad inh: 2; EP2 antag: 10; EP2 mod: 31; PPC-1+TRAIL kill: 26; CHOP inhibitor: 68

Results for O=C(Nc1ccccc1C(=O)NCc1ccco1)Nc1cccc2ccccc12 ?
TRPML3 agonist: 0.5; NPY Y1 blocker: -2; NPY1 pot ag: 0; zfTRPN1 agonist: -1.2; 14-3-3 Bad inh: -1; EP2 antag: 6; EP2 mod: -39; PPC-1+TRAIL kill: 5; CHOP inhibitor: 39

Results for CC12CC3CC(C)(C1)CC(C(=O)NC(=S)N1CCOCC1)(C3)C2 ?
TRPML3 agonist: -0.3; NPY Y1 blocker: 8; NPY1 pot ag: 20; zfTRPN1 agonist: 0.8; 14-3-3 Bad inh: 0; EP2 antag: 8; EP2 mod: -20; PPC-1+TRAIL kill: -2; CHOP inhibitor: 36

How did CCn1cnc2cc(NC(=O)c3ccco3)ccc21 do in these assays?
TRPML3 agonist: 0.3; NPY Y1 blocker: -2; NPY1 pot ag: -5; zfTRPN1 agonist: -0.3; 14-3-3 Bad inh: -3[fluorescence artefact?]; EP2 antag: 7; EP2 mod: -16; PPC-1+TRAIL kill: 36; CHOP inhibitor: -1

How did Cc1cc(C)n(CCN(C)C(=O)CCc2nnc(CCC3CCCCC3)o2)n1 do in these assays?
TRPML3 agonist: 0.1; NPY Y1 blocker: 0; NPY1 pot ag: 0; zfTRPN1 agonist: 1.1; 14-3-3 Bad inh: -8; EP2 antag: 3; EP2 mod: -23; PPC-1+TRAIL kill: -1; CHOP inhibitor: -25

What do the screens show for `Cc1ccc2[nH]c(=O)c(CN(Cc3ccccc3)C(=S)NCCCN(C)C)cc2c1`?
TRPML3 agonist: 0.5; NPY Y1 blocker: 8; NPY1 pot ag: -49; zfTRPN1 agonist: 2.2; 14-3-3 Bad inh: 1; EP2 antag: 8; EP2 mod: -79; CHOP inhibitor: 1

Results for COc1ccc(-c2nc(-n3c(C)c(C(C)=O)c(C(C)=O)c3C)sc2C)cc1 ?
TRPML3 agonist: 0.3; NPY Y1 blocker: 0; NPY1 pot ag: 12; zfTRPN1 agonist: 0.3; 14-3-3 Bad inh: -9; EP2 antag: 5; EP2 mod: 9; PPC-1+TRAIL kill: -2; CHOP inhibitor: 26

What do the screens show for `O=C(c1ccc(Cl)cc1)N1CCn2c1nc1ccccc12`?
TRPML3 agonist: -0.2; NPY Y1 blocker: 1; NPY1 pot ag: -6; zfTRPN1 agonist: -0.3; 14-3-3 Bad inh: 0; EP2 antag: 97*; EP2 mod: -14; PPC-1+TRAIL kill: 0; CHOP inhibitor: -5

How did Nc1ccc(C(=O)OC2CCOC2=O)cc1[N+](=O)[O-] (configuration not stated) do in these assays?
TRPML3 agonist: 0.6; NPY Y1 blocker: 0; NPY1 pot ag: 2; zfTRPN1 agonist: 0.7; 14-3-3 Bad inh: -1; EP2 antag: 5; EP2 mod: 18; PPC-1+TRAIL kill: 18; CHOP inhibitor: -27

What do the screens show for `Nc1n[nH]c(-c2cccc([N+](=O)[O-])c2)n1`?
TRPML3 agonist: 0.4; NPY Y1 blocker: 7; NPY1 pot ag: -15; zfTRPN1 agonist: 0.5; 14-3-3 Bad inh: -19[fluorescence artefact?]; EP2 antag: 13; EP2 mod: 10; PPC-1+TRAIL kill: 9; CHOP inhibitor: 44

Results for Cc1cccc(Oc2cc(NC(=O)Cn3cnc([N+](=O)[O-])n3)cc([N+](=O)[O-])c2)c1 ?
TRPML3 agonist: -0.2; NPY Y1 blocker: -8; NPY1 pot ag: 35; zfTRPN1 agonist: -1.2; 14-3-3 Bad inh: -27; EP2 antag: 10; EP2 mod: 45; PPC-1+TRAIL kill: 8; CHOP inhibitor: 103*

How did CC1CCC(NC(=O)c2ccc(CS(=O)(=O)Cc3ccccc3F)o2)CC1 (configuration not stated) do in these assays?
TRPML3 agonist: 0.7; NPY Y1 blocker: 2; NPY1 pot ag: 13; zfTRPN1 agonist: 0.7; 14-3-3 Bad inh: -4; EP2 antag: 12; EP2 mod: 2; PPC-1+TRAIL kill: -6; CHOP inhibitor: -9

What do the screens show for `CC(Sc1nnc2ccccn12)C(=O)NCc1ccc2c(c1)OCO2` (configuration not stated)?
TRPML3 agonist: 0.5; NPY Y1 blocker: -4; NPY1 pot ag: 2; zfTRPN1 agonist: 0.8; 14-3-3 Bad inh: -18; EP2 antag: 2; EP2 mod: 17; PPC-1+TRAIL kill: -1; CHOP inhibitor: -11

What do the screens show for `O=C(CCN1C(=O)c2ccncc2C1=O)NCc1ccc(Cl)cc1`?
TRPML3 agonist: 0.1; NPY Y1 blocker: 0; NPY1 pot ag: 7; zfTRPN1 agonist: -0.2; 14-3-3 Bad inh: 1[fluorescence artefact?]; EP2 antag: 11; EP2 mod: 23; PPC-1+TRAIL kill: 10; CHOP inhibitor: -1

Results for Cc1ccc(C(=O)NC(=S)Nc2ccc(N3CCOCC3)cc2)c(C)c1 ?
TRPML3 agonist: -0.1; NPY Y1 blocker: 11; NPY1 pot ag: -1; zfTRPN1 agonist: 1.6; 14-3-3 Bad inh: -9; EP2 antag: 4; EP2 mod: -6; PPC-1+TRAIL kill: 14; CHOP inhibitor: 12

How did CC(CN(C)C)CN1c2ccccc2CCc2ccccc21 (configuration not stated) do in these assays?
14-3-3 Bad inh: -9; EP2 antag: 16&5&12; EP2 mod: 12&16&28; PPC-1+TRAIL kill: 18; CHOP inhibitor: 15&-13

What do the screens show for `Cc1nc2sc(C(c3cccs3)N3CC(C)CC(C)C3)c(O)n2n1` (configuration not stated)?
TRPML3 agonist: 0.2; NPY Y1 blocker: -4; NPY1 pot ag: 11; zfTRPN1 agonist: 1.2; 14-3-3 Bad inh: 2; EP2 antag: 13; EP2 mod: 22; PPC-1+TRAIL kill: 2; CHOP inhibitor: 7

What do the screens show for `CCCS(=O)(=O)N1CCN(C(=O)c2ccco2)CC1`?
TRPML3 agonist: 0.2; NPY Y1 blocker: 6; NPY1 pot ag: 0; zfTRPN1 agonist: -0.7; 14-3-3 Bad inh: -12[fluorescence artefact?]; EP2 antag: 5; EP2 mod: 3; PPC-1+TRAIL kill: 6; CHOP inhibitor: 6

What do the screens show for `CC(=O)NS(=O)(=O)c1ccc(NC(=S)NC(=O)C(C)(C)C)cc1`?
TRPML3 agonist: 0.1; NPY Y1 blocker: 0; NPY1 pot ag: 9; zfTRPN1 agonist: 0.3; 14-3-3 Bad inh: -13; EP2 antag: 4; EP2 mod: 5; PPC-1+TRAIL kill: 3; CHOP inhibitor: -8

What do the screens show for `O=S(=O)(Cc1ccccc1)NCC1CCCN(Cc2cccc3nonc23)C1` (configuration not stated)?
TRPML3 agonist: -0.4; NPY Y1 blocker: 2; NPY1 pot ag: -3; zfTRPN1 agonist: -1.1; 14-3-3 Bad inh: -1; EP2 antag: 7; EP2 mod: -57; PPC-1+TRAIL kill: -1; CHOP inhibitor: -5

What do the screens show for `CCn1cc(C(=O)Nc2cccc(NC(C)=O)c2)c2cc(OC)c(OC)cc2c1=O`?
TRPML3 agonist: 0.0; NPY Y1 blocker: 5; NPY1 pot ag: -14; zfTRPN1 agonist: 0.9; 14-3-3 Bad inh: -9; EP2 mod: -12; PPC-1+TRAIL kill: 26; CHOP inhibitor: 10

What do the screens show for `O=C(O)/C=C\C(=O)Nc1ccc(OC(F)F)cc1`?
TRPML3 agonist: 0.4; NPY Y1 blocker: -5; NPY1 pot ag: 5; zfTRPN1 agonist: 0.9; 14-3-3 Bad inh: -3; EP2 antag: 6; EP2 mod: 13; PPC-1+TRAIL kill: 12; CHOP inhibitor: 1

What do the screens show for `OCCC1CN(Cc2cccc(O)c2)CCN1CCc1ccccc1` (configuration not stated)?
TRPML3 agonist: 0.6; NPY Y1 blocker: 3; NPY1 pot ag: -15; zfTRPN1 agonist: 0.3; 14-3-3 Bad inh: -3; EP2 antag: 4; EP2 mod: -33; PPC-1+TRAIL kill: 19; CHOP inhibitor: 34

How did C/C=C/c1ccc(Oc2nnnn2-c2ccc(C(N)=O)cc2)c(OC)c1 do in these assays?
TRPML3 agonist: -0.1; NPY Y1 blocker: -1; NPY1 pot ag: -27; zfTRPN1 agonist: 3.2; 14-3-3 Bad inh: -3; EP2 antag: 16; EP2 mod: -9; PPC-1+TRAIL kill: -3; CHOP inhibitor: -5

What do the screens show for `O=C(CSc1nc(-c2ccccc2)cs1)NC(=O)NCc1ccco1`?
TRPML3 agonist: -0.6; NPY Y1 blocker: 4; NPY1 pot ag: -34; zfTRPN1 agonist: -0.8; 14-3-3 Bad inh: 14; EP2 antag: 13; EP2 mod: -37; PPC-1+TRAIL kill: 3; CHOP inhibitor: 22
